# Screening results: PubChem BioAssay, National Center for Advancing Translational Sciences (NCATS)
# HBB splice mod = alters splicing of the hemoglobin beta chain | actives 0.06% (n = 65,000) | HBB splicing reporter cell assay, activation; EGFP reporter with mutant IVS2-654 intron; response scale: normalised to 500 nM splice-correcting PNA | AID 925 | Potency, µM (doses to about 46.1 µM), for the others: at the top dose activation, usual class: activators; further: potency means the concentration at half of the fitted maximal effect; 0% is about no effect
#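 Compounds were applied for 2 days to HeLa EGFP-654 cells, 500/well in Optimem with 2% FCS. The reporter's EGFP is disrupted by mis-splicing of beta-globin intron IVS2-654. Readout: summed well GFP fluorescence from 488 nm laser scanning; reference was 500 nM antisense […] 654 PNA.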
# Luciferase inh = firefly luciferase inhibition | P08659 | actives 2.2% (n = 72,000) | purified firefly luciferase, luminescence, 8 min | Potency, µM (titrated, usually from 57.1 µM), for inactives: at the highest dose activity change, negative = inhibition, hits mostly inhibitors; further: potency means the concentration at half of the fitted maximal effect; on the % scale 0 is the no-effect control and ±100 the full control effect; nearly all actives have a fitted effect of over 40% in size
# Target sequence (P08659 whole entry, looked up): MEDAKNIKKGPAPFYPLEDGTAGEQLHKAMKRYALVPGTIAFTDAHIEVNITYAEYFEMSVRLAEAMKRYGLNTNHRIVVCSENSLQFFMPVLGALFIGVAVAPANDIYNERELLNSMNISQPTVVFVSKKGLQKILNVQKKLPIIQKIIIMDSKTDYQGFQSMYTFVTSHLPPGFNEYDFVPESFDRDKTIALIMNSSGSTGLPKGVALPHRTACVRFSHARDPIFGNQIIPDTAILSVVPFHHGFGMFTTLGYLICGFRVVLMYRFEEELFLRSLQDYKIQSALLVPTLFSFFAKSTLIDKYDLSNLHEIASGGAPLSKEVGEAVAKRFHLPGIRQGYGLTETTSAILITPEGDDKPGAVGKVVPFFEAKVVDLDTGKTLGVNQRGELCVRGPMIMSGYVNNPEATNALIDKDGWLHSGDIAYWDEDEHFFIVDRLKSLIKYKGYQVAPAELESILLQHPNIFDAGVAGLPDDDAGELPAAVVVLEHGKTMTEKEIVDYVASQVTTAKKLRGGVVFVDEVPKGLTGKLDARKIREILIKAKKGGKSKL
#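 Firefly luciferase (PKLight detection mix) with 10 uM ATP in pH 7.2 imidazole buffer (KCl, MgCl2, Tween 20, BSA). Compounds tested across a concentration series (qHTS). Luminescence read after 8 min at ambient temperature.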
# DNA Pol III inh = blocks replication by bacterial DNA polymerase III holoenzyme. reconstituted DNA polymerase III holoenzyme replication, biochemical. Potency, µM (titrated, usually from 57.1 µM), inactives show top-dose activity change, negative = inhibition. actives 0.25% (n = 71,000); further: potency means the concentration at half of the fitted maximal effect; on the % scale 0 is the no-effect control and ±100 the full control effect
#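 Reconstituted *E. coli* holoenzyme (0.35 nM Pol III, 1 nM beta, 154 nM SSB, 2 nM primase) was preincubated with compound for 15 min at RT. Synthesis on 1.4 nM ssM13Gori ran 35 min, then was stopped with PicoGreen/EDTA and read as dsDNA fluorescence.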
# Texas Red fluor = compound fluoresces in the Texas Red spectral region; Compound fluorescence, Texas Red channel, 547/618 nm; active compounds read high; actives 0.06% (n = 59,000); max dye-equivalent concentration, M; in the data active means max dye-equivalent concentration above about 10 nM; inconclusive means between about 1.1 nM and that limit
#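 Compound titrations in 100 mM Tris pH 8.0 were incubated 15 min at room temperature and read at 547 nm excitation / 618 nm emission. Texas Red six-point standard curve on each plate converted fluorescence to dye-equivalent concentration.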
# Tau fil binding = binders of human tau filaments. Potency, µM (series often up to 57.1 µM), without a hit: at the highest dose activity change, negative = inhibition. recombinant tau filaments, thioflavin S fluorescence, 15 h; filaments grown with octadecylsulfate alongside compound. actives 2% (n = 71,000). P10636;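 further: potency means the concentration at half of the fitted maximal effect; on the % scale 0 is the no-effect control and ±100 the full control effect; actives lower thioflavin S fluorescence by blocking filaments or displacing dye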
#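 Assay mix: 1 uM His-tagged tau, 30 uM sodium octadecylsulfate, thioflavine S dye in HEPES/NaCl/DTT buffer. Compound is added prior to the inducer. Fluorescence after 15 h at 37 C.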
# ALOX15 inhib = blocks human 15-lipoxygenase activity. P16050. purified 15hLO-1, xylenol orange hydroperoxide absorbance. Potency, µM (doses to about 57.1 µM), inactives show top-dose activity change, negative = inhibition, actives largely listed as inhibitors. actives 1.4% (n = 74,000); further: potency means the concentration at half of the fitted maximal effect; on the % scale 0 is the no-effect control and ±100 the full control effect; nearly all actives have a fitted effect of over 55% in size
#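 Hydroperoxide formed from arachidonic acid (50 uM) by purified human 15hLO-1 (40 nM) oxidizes ferrous iron, and the ferric-xylenol orange complex is read at 573 versus 405 nm. Compounds were preincubated 15 min; reaction ran 6 min at room temperature.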
# HADH2 inhib = HADH2 (human) dehydrogenase inhibition; Q99714; recombinant HADH2, NADH fluorescence, beta-hydroxybutyryl-CoA; Potency, µM (series often up to 57.1 µM), inactives show at the top dose activity change, negative = inhibition, most hits filed as inhibitors; actives 3.4% (n = 73,000); AID 886; further: potency means the concentration at half of the fitted maximal effect; on the % scale 0 is the no-effect control and ±100 the full control effect; nearly all actives have a fitted effect of over 60% in size; many of its hits are not listed in these tables
# Target sequence (Q99714 whole entry, looked up, one chain of several): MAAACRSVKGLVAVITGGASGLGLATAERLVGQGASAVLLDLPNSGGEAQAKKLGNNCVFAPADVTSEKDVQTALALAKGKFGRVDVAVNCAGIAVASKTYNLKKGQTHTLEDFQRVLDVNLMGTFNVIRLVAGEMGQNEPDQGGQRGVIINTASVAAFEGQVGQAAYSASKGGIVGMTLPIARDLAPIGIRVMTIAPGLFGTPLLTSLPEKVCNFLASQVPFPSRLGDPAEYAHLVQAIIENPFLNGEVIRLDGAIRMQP
#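 His-tagged recombinant enzyme from E. coli, 20 nM, preincubated 15 min RT with compound; reaction started with 1 mM NAD+ and 90 uM beta-hydroxybutyryl-CoA in 100 mM Tris-HCl pH 9.0. NADH fluorescence (ex 360/em 450) read over 4 min; last-minus-first difference.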
# ERK AVP inh = inhibitors of vasopressin-stimulated ERK signaling pathway. HEK293-V1b, vasopressin-stimulated pERK AlphaScreen. actives 0.99% (n = 72,000). Potency, µM (doses to about 57.5 µM), for inactives: top-dose activity, negative = inhibition, usual class: inhibitors; further: potency means the concentration at half of the fitted maximal effect; on the % scale 0 is the no-effect control and ±100 the full control effect; nearly all actives have a fitted effect of over 55% in size
#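 qHTS, compounds titrated on V1b-expressing HEK293 cells. Preincubation 30 min at 37C, vasopressin 25 nM for 5 min, lysis 10 min, bead incubation 5 hr at room temperature.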
# Rhodamine fluor = compound fluoresces in the rhodamine spectral region; Rhodamine-region fluorescence, 547/598 nm, Tris buffer; active compounds read high; max dye-equivalent concentration, M; actives 0.05% (n = 59,000); AID 594; in the data active means max dye-equivalent concentration above about 11 nM; inconclusive means between about 1.1 nM and that limit
#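 Compounds in 100 mM Tris buffer, pH 8.0, were incubated 15 min at room temperature, then read at 547 nm excitation and 598 nm emission. Fluorescence was normalized against a per-plate six-point rhodamine standard curve as dye-equivalent concentration.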
# CRE Fsk mod = CRE-bla signaling modulation under forskolin stimulation; CHO CRE-bla reporter (cAMP response element driving beta-lactamase), forskolin EC10, beta-lactamase ratio; Potency, µM (titrated, usually from 38.2 µM), for inactives: at the highest dose activity change, negative = inhibition, actives largely listed as activators; actives 2.5% (n = 71,000); AID 662; active means well fitted activation curve with a large enough effect in the signal ratio, with a control signal flat, not every such curve was filed as active; inconclusive means small, poorly fitted or top-dose-only effect, or effect the other way, or a change in a side signal; the % refers to the signal ratio; further: potency means the concentration at half of the fitted maximal effect; % of control where 0% means no effect
#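 CRE-bla CHO reporter cells treated with compound titration plus EC10 NKH 477 (water-soluble forskolin), incubated 3 h at 37 °C; CCF4 loading 2 h at room temperature, 460/530 nm emission ratio read, AC50 values derived for positive or negative modulators.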
# Hsp90 Hop PPI = changes Hsp90-Hop TPR2A binding signal, up or down; Potency, µM (highest dose often 57 µM), inactives show top-dose activity change, negative = inhibition; AID 595; actives 0.44% (n = 71,000); AlphaScreen TPR2A-His6 binding biotin-Hsp90 C-terminal peptide; active means well fitted curve in either direction with a large enough effect; inconclusive means small, poorly fitted or top-dose-only effect, or another doubt; further: potency means the concentration at half of the fitted maximal effect; on the % scale 0 is the no-effect control and ±100 the full control effect; many of its hits are not listed in these tables
# * marks the source's active call; other numbers are inactive results; i = inactive; ? = inconclusive; · = not tested or not shown; [ ] = another dose, or the depositor's remark. Unless noted, the call rests on the fitted dose curve; in most records, active means well fitted curve in the direction sought with a large enough effect; inconclusive means small, poorly fitted or top-dose-only effect, or another doubt; inactive means no such curve, though single readings can be large; an effect the other way counts as inactive or inconclusive.
no. | SMILES | HBB splice mod | Luciferase inh | DNA Pol III inh | Texas Red fluor | Tau fil binding | ALOX15 inhib | HADH2 inhib | ERK AVP inh | Rhodamine fluor | CRE Fsk mod | Hsp90 Hop PPI
1 | N#Cc1ccc(OCC(=O)NCCc2ccc(S(N)(=O)=O)cc2)cc1 | -2.6%[57.5 µM] | 3% | 2% | i | 3% | -6% | -2% | 9% | i | 1% | 1%
2 | FC(F)Oc1ccc(-c2csc(Cc3nnc4n3CCCCC4)n2)cc1 | -3.2% | 0% | -2% | i | -2% | 8% | 10% | -18% | i | ? | ?
3 | S=P(c1ccc(N2CCOCC2)cc1N1CCOCC1)(N1CCOCC1)N1CCOCC1 | 0.2%[57.5 µM] | 3% | -3% | i | 1% | -28% | 4µM* | -23% | i | 8% | -5%
4 | O=C(Nc1nnc(-c2ccccc2)o1)NC1CCCCC1 | -7.6% | 1% | -8% | i | -4% | -14% | 140% | -9% | i | 15% | -1%
5 | CC1CC(=O)c2cnc(NCC3CCCO3)nc2C1 (stereo not given) | 4.5%[1.84 µM] | 1% | -3% | i | -3% | 4% | -3% | -16% | i | ? | -3%
6 | COc1cccc(N2C(=O)C(CC(=O)Nc3ccc(F)cc3)N(C3CCCCC3)C2=O)c1 (stereo not given) | 0.0% | 0% | 0% | i | -10% | 7% | 3% | 3% | i | -9% | -2%
7 | CSc1ccccc1C(=O)NC1CC2CCC1C2 (stereo not given) | -1.2% | 2% | -7% | i | -2% | 5% | -10% | -7% | i | 3% | -1%
8 | Cc1ccc(CCNC(=O)C2CCN(C(=O)c3sccc3-n3cccc3)CC2)cc1 | -2.5% | 0% | 2% | i | -1% | -2% | 5% | ? | i | ? | -4%
9 | CCOC(=O)COc1ccc(Cl)cc1C1NC(=O)NC(C)=C1C(C)=O (stereo not given) | 0.8% | -1% | 0% | i | 2% | -4% | 11% | -28% | i | -3% | 0%
10 | COCCN1CCN(c2c(C)c(C)nc3cc(-c4cccc(OC)c4)nn23)CC1 | 0.0%[57.5 µM] | ? | 1% | i | 1% | 3% | -3% | 11% | i | 2% | 10%
11 | CCOC(=O)C1=C(C)N=c2s/c(=C\c3cccn3C)c(=O)n2C1c1cccc(OC)c1OC (stereo not given) | -4.2% | 0% | 0% | · | 29% | -10% | 0% | -23% | · | 4% | -10%
12 | O=C(O)C1C2C=CC3(O2)C1C(=O)N1c2ccccc2COC13 (stereo not given) | 0.5% | 0% | 2% | i | 0% | -2% | 1% | -13% | i | -10% | -11%
13 | O=C(Nc1ccc2c(c1)OCO2)C1CCN(c2ccc(S(=O)(=O)N3CCOCC3)cc2)CC1 | · | 2% | -3% | i | -12% | 8% | 8% | -11% | i | -8% | -2%
14 | COc1ccc(-c2nc3cnccn3c2Nc2ccc3c(c2)OCO3)cc1 | -0.6% | -15% | 11% | · | -12% | -10% | 10% | · | · | ? | ?
15 | COc1ccc(S(=O)(=O)Nc2ccc(F)c(F)c2)cc1Cl | 3.4% | -1% | 2% | ? | -17% | -16% | 7% | -25% | i | ? | 2%
16 | O=C(O)Cc1csc2ccccc12 | -1.0% | -2% | -4% | i | 2% | -5% | 3% | 20% | i | ? | -4%
17 | CCOc1ccccc1NS(=O)(=O)c1cccs1 | -1.3% | 0% | -9% | ? | -8% | 6% | 5% | 2% | i | ? | -6%
18 | Cc1ccc(-c2noc(COc3ccccc3C)n2)cc1 | -4.0% | -6% | -3% | · | -3% | -3% | -8% | 86%[activator] | · | 9% | 27%
19 | Cc1c(/C=N/n2cnnc2)c2ccccc2n1CCOc1ccccc1 | -0.2% | 3% | 7% | · | 349% | -15% | -7% | ? | · | ? | -7%
20 | COc1ccc(-c2ccc(=O)n(Cc3cc(=O)n4ccccc4n3)n2)cc1 | -1.2% | -4% | -1% | ? | -5% | 1% | -11% | 5% | i | 10µM* | 0%
21 | Cc1noc(C)c1-c1nccc(N2CCN(C)CC2)n1 | 0.7% | -3%[2.29 µM] | -4% | i | -2% | 9% | 4% | -27% | i | 12% | 0%
22 | CCOC(=O)CSc1nc2c(c(=O)n1-c1ccc(OC)cc1)SCC2 | 0.0% | 2% | -5% | · | 2% | 0% | 7% | · | · | ? | 2%
23 | O=C(Cc1ccccc1)Nc1nonc1NC(=O)c1ccccc1 | 2.3% | -2% | 1% | i | 5% | 1% | 9% | -20% | i | -4% | -2%
24 | Cc1ccc(C2C(C(=O)c3sc(C)nc3C)=C(O)C(=O)N2CCN(C)C)o1 (stereo not given) | 1.6%[0.369 µM] | 3% | -10% | i | 5% | -2% | -5% | -14% | i | -5% | -3%

# The listing continues.
no. | Compound | HBB splice mod | Luciferase inh | DNA Pol III inh | Texas Red fluor | Tau fil binding | ALOX15 inhib | HADH2 inhib | ERK AVP inh | Rhodamine fluor | CRE Fsk mod | Hsp90 Hop PPI
25 | CCN(CC)CCOC(=O)c1c(C)oc2ccc(OC)cc12 | · | -8% | 0% | ? | 25% | 9% | 7% | -3% | i | 1% | -3%
26 | COc1cc2cc3c(N)c(C(=O)NCc4ccco4)sc3nc2cc1OC | -0.3%[57.5 µM] | -16% | ? | ? | ? | -23% | -1% | 6% | i | ? | -10%
27 | Cc1cc(C)n(C(=O)c2cc3sccc3[nH]2)n1 | 0.4%[57.5 µM] | -6% | 5% | i | -6% | -4% | -14% | 15% | i | -6% | 9%
28 | CC(=O)Nc1ccc(S(=O)(=O)N2CCCc3ccccc32)cc1 | -0.5% | -2% | -4% | i | -1% | 0% | 4% | 5% | i | -1% | -3%
29 | c1coc(CNc2ncnc3c2oc2ccccc23)c1 | 4.2%[0.369 µM] | -2% | -7% | i | 3% | 5% | -11% | ? | i | ? | -5%
30 | COC(=O)c1c(-c2ccccc2)csc1NC(=O)c1ccco1 | -0.8% | -19% | -4% | i | i | -3% | ? | 7% | i | ? | 2%
31 | CN(CCNC(=O)C1(O)c2ccccc2NC(=O)N1c1ccccc1)Cc1ccccc1 (stereo not given) | 0.7% | -1% | 1% | i | 10% | 20% | 4% | 20% | i | -4% | -1%
32 | CCOC(=O)c1nnn(-c2nn3nnnc3c3ccccc23)c1C | · | 3% | 3% | i | 1% | 15% | 18% | 1% | i | -6% | -6%
33 | CC(=O)NCCNc1ncncc1-c1ccc(N(C)C)cc1 | -0.7% | 1%[2.29 µM] | -3% | i | 6% | 13µM* | 20µM* | -20% | i | -12% | -4%
34 | O=C(CSc1ccc(-c2nc3ccccc3[nH]2)cn1)N1CCN(C(=O)c2ccco2)CC1 | -3.6% | 20µM* | -8% | i | 6% | -10% | ? | ? | i | 2% | -3%

# Three records drawn at random from the list so far, as already listed:
no. | Compound | HBB splice mod | Luciferase inh | DNA Pol III inh | Texas Red fluor | Tau fil binding | ALOX15 inhib | HADH2 inhib | ERK AVP inh | Rhodamine fluor | CRE Fsk mod | Hsp90 Hop PPI
25 | CCN(CC)CCOC(=O)c1c(C)oc2ccc(OC)cc12 | · | -8% | 0% | ? | 25% | 9% | 7% | -3% | i | 1% | -3%
29 | c1coc(CNc2ncnc3c2oc2ccccc23)c1 | 4.2%[0.369 µM] | -2% | -7% | i | 3% | 5% | -11% | ? | i | ? | -5%
32 | CCOC(=O)c1nnn(-c2nn3nnnc3c3ccccc23)c1C | · | 3% | 3% | i | 1% | 15% | 18% | 1% | i | -6% | -6%

# Carrying on.
no. | Compound | HBB splice mod | Luciferase inh | DNA Pol III inh | Texas Red fluor | Tau fil binding | ALOX15 inhib | HADH2 inhib | ERK AVP inh | Rhodamine fluor | CRE Fsk mod | Hsp90 Hop PPI
35 | COc1ccc(C(=O)Oc2c(CN3CCOCC3)cc(Cl)c3cccnc23)cc1OC | 0.2% | 3% | -6% | · | 13% | 26% | 4% | 18% | · | 12% | ?
36 | CCOc1ccc(-n2c(SC(C)C)nc3c(c2=O)SCC3)cc1 | -0.8% | 1% | -2% | i | 5% | -16% | 10% | -25% | i | 7% | -12%
37 | CCn1c(=O)n(CC)c2cc(S(=O)(=O)Nc3ccccc3C)c(C)cc21 | 0.5% | 1% | 1% | i | 4% | 8% | 8% | -20% | i | ? | -3%
38 | O=C(CSc1nc(Nc2ccccc2)nc(N2CCOCC2)n1)Nc1ccc2c(c1)OCCO2 | -0.1% | -2% | -15% | i | 289% | -14% | 7% | -26% | i | 6.3µM* | -6%

# These rows are one share of the data (hit frequency here may not be typical).
